Compound activity (PubChem BioAssay)
ERAP1 HTS inh: human ERAP1 aminopeptidase inhibitors, primary screen, biochemical, single point, plate reader | Endoplasmic reticulum aminopeptidase 1 (Homo sapiens), Q9NZ08 | recombinant ERAP1, Leu-AMC fluorescence, 60 min | inhibition, % at 10.7 µM | 340,000 compounds, 0.15% hits | AID 652197, 2013;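 active = mean replicate inhibition of at least 30%, or all replicates individually reaching that 30% level; inactive = mean below 30% and not every replicate reaching it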;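 also: 0% = neutral control wells and 100% = L-leucinethiol positive control wells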
RAD52 inh: RAD52 DNA annealing inhibitors, primary screen, biochemical, FRET, single point, set 2. DNA repair protein RAD52 homolog (Homo sapiens), P43351. recombinant RAD52 DNA annealing, FRET fluorescence. inhibition, % at 18.7 µM. 360,000 compounds, 0.46% hits. AID 651710, 2012;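 active = every replicate showing at least 50% inhibition; inconclusive = mean inhibition at least 50% but not in every replicate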
esBAF inh: Bmi1 luciferase reporter increase in mESCs, primary screen, esBAF inhibitor project, mouse ES cells, Bmi1 luciferase knock-in, single point | 24 h; 100% = twice the neutral-well signal | reporter increase, % at 12.5 µM | 350,000 compounds, 2% hits; in the data active = activation above about 40%; inconclusive = no clear call, values can overlap the other calls;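 also: 0% = median of the plate's neutral control wells and 100% = double that signal; a rise in the Bmi1 reporter signal indicates esBAF inhibition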
F508del corr: F508del CFTR correction, initial screen, CFBE line, single point. CFBE cells, YFP halide quenching; stimulated with forskolin plus potentiator P3; % fluorescence drop versus neutral controls. activity (quench increase), % at 7.58 µM. 350,000 compounds, 0.36% hits;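 active = mean added fluorescence quench of at least 8% versus neutral control, with both replicates also reaching 8%; inconclusive = only one of the mean or replicate conditions met; inactive = mean below 8% and not both replicates reaching 8%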;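 also: cells transiently co-express mutant CFTR-F508del with the halide-sensitive YFP; corrector assay measuring rescue of mutant channel to the surface after 24 h compound exposure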
XiGFP reactiv: activators of inactive X chromosome reactivation, primary screen, imaging, XiGFP fibroblasts, GFP high-content imaging, set 2; 360,000 compounds, 0.055% hits; XiGFP mouse fibroblasts, % GFP-positive cells imaging, 3 d; cells co-treated with 5-aza-dC sensitizer; scaled so ellipticine positive control = 100%; activation, % at 7.58 µM;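 active = mean normalized replicate activation at least 10% and every replicate at or above 10%; inconclusive = only one of the two criteria met; inactive = mean below 10% and not all replicates reach 10%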;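 also: 0% = median of on-plate neutral control wells and 100% = ellipticine 6 µM median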
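Material: SV40-immortalized XiGFP fibroblast cells, line 68-5-11 | Buffer or medium: DMEM containing 5-aza-dC | Dosing: One concentration, pinned | Times: 3 d treatment, 15 min room-temperature fixation | Controls: Ellipticine 6 µM positive control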
ARNT TACC3 PPI: disruptors of ARNT/TACC3 protein interaction, primary screen, biochemical, AlphaScreen, single concentration; Transforming acidic coiled-coil-containing protein 3 (Homo sapiens), Q9Y6A5; AlphaScreen His-ARNT PAS-B/GST-TACC3 binding, luminescence; TACC3 fragment carries E629A point mutation; inhibition, % at 9.99 µM; 390,000 compounds, 0.66% hits; AID 623870, 2012;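 active = mean inhibition of replicates at least 50% and at least half of replicates each reaching 50%; inconclusive = half or more replicates reach 50% but mean below 50%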;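 also: 0% = complete ARNT plus TACC3 wells and 100% = ARNT alone without TACC3; many hits fall short of the cut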
GSIS activator: GLuc luminescence reporter in INS-1E cells, primary screen for activators of glucose-dependent secretion of insulin; INS-1E GLuc reporter insulin secretion, 2-3 h; activation, % at 16.6 µM; 370,000 compounds, 0.61% hits; AID 743287, 2014;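 active = lowest replicate activation of at least 40%, so every replicate reaches that level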;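 also: 0% = median of neutral control wells and 100% = median of IBMX positive control wells; some compounds called inactive have numbers as strong as hits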
RAD54 branch: inhibitors of human RAD54 branch migration, primary screen, biochemical, fluorescence, single point; DNA repair and recombination protein RAD54-like (Homo sapiens), Q92698; AID 602329, 2012; inhibition, % at 10.4 µM; 360,000 compounds, 0.14% hits; RAD54 Holliday junction branch migration, FAM/BHQ fluorescence;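 active = mean normalized replicate activity at least 40 and at least half of replicates scoring 40 or more; inconclusive = only one of the two criteria met; inactive = mean below 40 and under half of replicates reaching 40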;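 also: 0% = median of neutral control wells and 100% = median of positive control wells; inhibitors cause a drop in the FAM fluorescence signal; in these data hits start at about 50%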
Target sequence (Q92698 whole entry, looked up): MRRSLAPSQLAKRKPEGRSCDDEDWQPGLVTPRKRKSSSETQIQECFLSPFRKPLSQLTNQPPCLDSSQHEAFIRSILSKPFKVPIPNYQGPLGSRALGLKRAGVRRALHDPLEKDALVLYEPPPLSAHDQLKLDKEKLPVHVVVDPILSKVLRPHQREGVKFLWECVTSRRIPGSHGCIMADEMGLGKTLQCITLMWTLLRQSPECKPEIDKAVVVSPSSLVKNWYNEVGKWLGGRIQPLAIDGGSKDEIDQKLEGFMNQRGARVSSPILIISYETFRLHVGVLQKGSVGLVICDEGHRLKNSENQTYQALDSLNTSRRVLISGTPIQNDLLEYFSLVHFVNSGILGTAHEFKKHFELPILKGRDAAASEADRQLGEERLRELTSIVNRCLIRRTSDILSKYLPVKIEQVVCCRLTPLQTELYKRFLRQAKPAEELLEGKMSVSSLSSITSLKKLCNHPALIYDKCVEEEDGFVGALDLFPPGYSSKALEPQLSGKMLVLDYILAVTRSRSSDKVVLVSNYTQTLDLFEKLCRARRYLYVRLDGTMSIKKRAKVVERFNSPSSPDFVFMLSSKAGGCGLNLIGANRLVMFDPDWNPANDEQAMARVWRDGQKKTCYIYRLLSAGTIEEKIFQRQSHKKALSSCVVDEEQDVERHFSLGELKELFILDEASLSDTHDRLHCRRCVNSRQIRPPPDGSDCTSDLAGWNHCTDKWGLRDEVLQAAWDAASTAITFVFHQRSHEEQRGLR
Starred values were filed as active, the others as inactive; i = inactive; ? = inconclusive; . = no result given; & = joins results of further samples. Random draw from the library. Share with any hit: about 3.3%.

SMILES	ERAP1 HTS inh	RAD52 inh	esBAF inh	F508del corr	XiGFP reactiv	ARNT TACC3 PPI	GSIS activator	RAD54 branch
CCCC(=O)Nc1ccc2c(c1)C(=O)N(C)[C@@H]1CC[C@@H](CC(=O)Nc3cn(C)nc3C)O[C@@H]1CO2	1	-7	2	1.0	0.1	8	10	-5
C=CC[C@H](CC(=O)NCCO)C(=O)N[C@@H](COC(=O)[C@@H](CC=C)CC(=O)OC(C)(C)C)Cc1c[nH]c2ccccc12	8	-10	5	-0.6	0.1	3	-33	2
CCOc1ccc(C(=O)Nc2cc3c(cc2N2CCCC2)n(CC)c(=O)n3CC)cc1OCC	0	-17	3	2.1	0.2	.	43	8
C[C@@H]1CN([C@@H](C)CO)C(=O)c2cc(C#C[C@@H](C)O)cnc2O[C@H]1CN(C)CC1CCCC1	-11	-17	0	1.4	-0.1	-4	18	-5
O=C(Cc1ccc(F)cc1)N1CCC(N2CCC(C(=O)N3CCOCC3)CC2)CC1	-4	-13	.	-2.5	-0.1	0	8	.
CC(C)NS(=O)(=O)c1ccc(CCC(=O)Nc2ccc3c(c2)OCCO3)cc1	-9	-7	.	.	-0.1	2	.	.
O=C(c1cccc(F)c1)N1CC2(C1)[C@@H](c1ccccc1)[C@@H](CO)N2C(=O)C1CCCC1	0	-11	.	-0.8	0.3	.	-20	.
CCN1CCN(C(=O)C2CCN(C(=O)c3cc4sccc4n3CC)CC2)CC1	5	-7	0	-0.1	0.0	-6	3	-10
CCCNC(=O)C1CC(=O)N(c2ccc(OCC(=O)Nc3cc(C)cc(C)c3)cc2)C1 (configuration not stated)	.	-9	-3	1.3	0.3	0	9	-7
CCOc1ccc(NC(=O)CN(C)C(=O)CCNC(=O)c2ccc(Br)cc2)cc1OCC	-3	-4	.	3.6	0.1	-1	-1	-3
Cc1ccc(C)c(S(=O)(=O)N2CCN(C(=O)C3CCN(C(=O)c4ccc(F)cc4)CC3)CC2)c1	1	-9	-7	-1.1	0.1	0	-26	.
O=C1c2ccccc2/C(=C\c2ccc(O[C@@H]3CCCCO3)cc2)N1c1ccccc1	2	-12	.	-4.3	-0.1	.	-13	.
CC(=O)Nc1ccc(S(=O)(=O)N2CCSC2)cc1	-3	-1	-2	2.3	0.0	-5	2	-1
Cc1ccc2nc3c(c(C(=O)O)c2c1)CCC3	-5	-15	0	.	.	-1	15	5
CCC(=O)N1CC2(C1)[C@H](c1ccc(-c3ccc(F)cc3)cc1)[C@H](CO)N2S(C)(=O)=O	1	-15	.	2.3	0.1	.	-8	.
Cc1cc(O)c(C=Nc2cccc(Cl)c2)c(=O)o1	6	-131	2	-0.7	0.1	-4	.	-11
COc1cccc(CNC(=O)C[C@H]2CC[C@H]3[C@@H](COc4ccc(NS(=O)(=O)c5ccccc5F)cc4C(=O)N3C)O2)c1	-3	5	3	-1.1	0.0	4	-18	3
COc1ccc(NC(=O)N2CC(=O)N3[C@H](CO)[C@H](c4ccc(/C=C/c5ccccc5)cc4)[C@@H]3C2)cc1	.	-12	.	-0.9	0.0	.	13	.
CCC1(c2ccc(OC)cc2)NC(=O)N(CC(=O)c2ccc3c(c2)OCCO3)C1=O (configuration not stated)	1	-13	4	-2.0	0.0	.	-4	7
N#Cc1cc([N+](=O)[O-])ccc1NC(=O)COC(=O)CN1C(=O)C2CCCCC2C1=O (configuration not stated)	-3	-4	-1	2.1	0.6	9	-20	2
COc1cccc(CN(C)C[C@H]2OCc3cnnn3CCCC(=O)N([C@H](C)CO)C[C@@H]2C)c1	2&1	-9&11	1&3&2	-0.2&2.1&-1.5	0.5&-0.3	-5	2&-12	1&-3
O=C(NC1CCCC1)C1CCN(c2cnccn2)CC1	-4	-15	.	-0.4	0.4	-10	4	.
CCNC(=O)C[C@@H]1CC[C@@H]2[C@@H](COc3ccc(NS(C)(=O)=O)cc3C(=O)N2C)O1	0	11	-1	0.1	0.3	-2	14	7
CCOC(=O)c1c(C)[nH]c(C(=O)NCCN2CCOCC2)c1C	-2	-14	3	0.4	0.1	-4	5	3
CC(C)C(=O)Nc1ccc2c(c1)C(=O)N(C)[C@@H]1CC[C@H](CC(=O)N[C@@H](C)c3ccccc3)O[C@@H]1CO2	.	.	-2	-2.0	0.2	-9	-1	4
(continued)
SMILES	ERAP1 HTS inh	RAD52 inh	esBAF inh	F508del corr	XiGFP reactiv	ARNT TACC3 PPI	GSIS activator	RAD54 branch
O=C(Nc1ccc2c(c1)OCO2)N[C@@H]1C=C[C@@H](CC(=O)N2CCN(c3ccccc3)CC2)O[C@H]1CO	-2	2	4	1.3	-0.1	21	-4	-6
C/C=C/c1ccc2c(c1)O[C@@H](CN(C)C(=O)Nc1cc(F)ccc1F)[C@@H](C)CN([C@H](C)CO)S2(=O)=O	2	-7	4	0.2	0.3	4	-16	8
CCN(CCn1cccn1)C(=O)CC1C(=O)NCCN1Cc1ccc(F)cc1 (configuration not stated)	2	-15	-6	.	0.1	-6	0	-1
CC=Cc1ccc2n(c1=O)C[C@H]1[C@H](CO)[C@@H](C(=O)Nc3ccc(-c4ccccc4)cc3)N(C(=O)CC)[C@@H]21 (mixture of isomers)	6	-24	0	0.8	0.1	-2	-6	0
CCCN1CCN(C(=O)Cn2cnc3ccc(S(=O)(=O)N4CCC(C)CC4)cc3c2=O)CC1	-3	-13	.	-0.6	0.0	2	7	.
CN1C(C(=O)NCc2cccc(Br)c2)CC2Cn3c(nc4ccccc43)C21 (configuration not stated)	-1	i	-4	-1.8	0.0	-9	4	-12
O=C(NCc1nc2ccccc2[nH]1)C1=C[C@H](c2ccccc2)C[C@H](OCc2ccc(CO)cc2)O1	2&-4	-91&-30	5	0.0&0.2	0.0	3	-7	-6
CCC(=O)N1CC2(C1)[C@H](c1ccc(-c3ccccc3C)cc1)[C@@H](CO)N2C(C)=O	0	-4	.	-0.9	0.1	.	-12	.
CN1C(=O)c2cc(NC(=O)Cc3cccs3)ccc2OC[C@@H]2O[C@H](CC(=O)NCCc3ccncc3)CC[C@@H]21	-1	12	-7	.	0.0	4	10	4
C/C(=N/NC(=O)c1nnn(-c2nonc2N)c1COc1ccccc1)c1ccc(O)cc1	-2	-27	-7	0.1	0.1	-2	28	3
COc1cccc(S(=O)(=O)N(C)C[C@H]2Oc3ncc(C#CCC(C)C)cc3C(=O)N([C@H](C)CO)C[C@H]2C)c1	-3	10	-3	2.6	-0.3	-2	-12	3
C[C@@H]1CCCCO[C@@H](CN(C)C(=O)Nc2ccc3c(c2)OCO3)[C@@H](C)CN([C@H](C)CO)C(=O)c2cc(NS(=O)(=O)c3cccs3)ccc2O1	1	-15	-3	2.4	0.1	1	1	9
C[C@H](CO)N1C[C@H](C)[C@H](CN(C)Cc2ccc(Oc3ccccc3)cc2)Oc2ccc(NS(C)(=O)=O)cc2CC1=O	5	4	2	1.8	0.2	-3	17	-9
CN1C(=O)c2cccc3c(S(=O)(=O)N4CCCC4C(=O)O)ccc1c23 (configuration not stated)	4	-6	-4	-0.8	0.1	-2	22	8
COCCCn1c(O)c(/C=C2\N=C(C#N)C(=Nc3ccc(C)cc3)O2)sc1=S	6	-38	.	0.0	-0.1	10	-24	-8
COc1ccc2c3c([nH]c2c1)[C@H](CO)N(C(=O)C1CCCC1)CC31CN(Cc2nccs2)C1	5	3	.	-0.4	?	.	11	.
CCc1cc(C(=O)Nc2ccccc2N2CCOCC2)sc1C	2	-7	-3	0.8	0.1	-7	.	3
O=C(Nc1nccs1)[C@H]1[C@H](CO)[C@H]2Cn3c(cccc3=O)[C@@H]1N2C(=O)C1CCC1	1	4	-8	-5.1	0.5	-3	9	4
C[C@H](CO)N1C[C@H](C)[C@@H](CN(C)Cc2ccccc2)Oc2ccc(NS(=O)(=O)c3cccs3)cc2CC1=O	1	11	4	-0.5	-1.2	8	-7	6
Cc1csc(NC(=O)c2cccnc2Cl)n1	2	-11	36	0.1	0.1	2	7	-7
CCC(=O)N1C[C@H](C)[C@@H](OC)CN(C)C(=O)c2cc(NC(=O)C3CCOCC3)ccc2OC[C@H]1C	-2	1	2	-0.1	0.5	-7	12	-9
CO[C@@H]1CN(C)C(=O)c2ccc(NC(=O)C3CC3)cc2OC[C@H](C)N(Cc2cncnc2)C[C@H]1C	.	.	7	-2.5	0.0	.	2	.
CNC(=O)C[C@H]1CC[C@H]2[C@@H](COc3ccc(NC(=O)CC(F)(F)F)cc3C(=O)N2C)O1	.	.	2	-1.8	0.1	2	6	-6
CC(C)Oc1cccc(C(=O)C2CCCN(C(=O)c3ccccn3)C2)c1 (configuration not stated)	1	-10	7	0.8	0.2	0	19	.
COc1ccc(S(=O)(=O)N2C[C@H](O)COC[C@@H]3O[C@@H](CC(=O)N[C@@H]4CCN(Cc5ccccc5)C4)CC[C@H]32)cc1	-2	-1	-2	-0.4	0.5	-9	-3	0
Additional structures:
SMILES	ERAP1 HTS inh	RAD52 inh	esBAF inh	F508del corr	XiGFP reactiv	ARNT TACC3 PPI	GSIS activator	RAD54 branch
CCC(=O)N[C@H]1CC[C@@H](CCn2cc(-c3cccc(OC)c3)nn2)O[C@@H]1CO	2	1	-3	-1.8	0.0	8	5	7
CCCN(CC1CC1)C(=O)COC(=O)c1oc2c(F)cccc2c1C	3	-17	1	-9.7	0.4	-6	-8	-2
CC1CCN(CCCNC(=O)c2ccc(CS(=O)(=O)Cc3ccc(Cl)cc3)o2)CC1	-1	-10	-5	-0.1	0.0	-4	.	0
COc1cc(NC(=O)c2cccc(S(=O)(=O)N3CCCCC3)c2)cc(OC)c1OC	-1	-3	5	0.5	-0.1	.	-13	-1
O=C(O)C1Sc2[nH]c(=O)sc2C2c3ccc(O)cc3OC(=O)C12 (configuration not stated)	11	-185	-4	0.2	0.2	19	-11	-9
O=C(O)c1cc(S(=O)(=O)N2CCOCC2)ccc1N1CCCCC1	15	-17	.	-2.4	0.2	8	-4	.
CC(C)(C)C(=O)Nc1nc2cc3c(cc2s1)OCO3	.	-4	29	4.3	0.0	-8	23	.
O=C(CN1C(=O)NC2(CCCC2)C1=O)OCCOc1ccccc1	-1	-3	-1	0.9	0.3	.	7	-1
COc1ccccc1N1CCN(S(=O)(=O)c2cc3c(cc2C)NC(=O)CO3)CC1	6	-11	-4	-3.0	0.2	-2	-14	2
C[C@@H]1CN([C@H](C)CO)C(=O)c2cc(NC(=O)C3CCCCC3)ccc2O[C@@H]1CN(C)C(=O)Nc1cccc2ccccc12	-3	-1	-3	-3.0	0.2	1	-3	1
COc1ccc(OC)c(/C=C/C(=O)OCC(=O)N2CCCC2)c1	3	-3	-1	-5.5	0.0	0	10	-2
Fc1cc(F)cc(Nc2nc(Cl)nc(NC3CCCC3)n2)c1	1	-17	16	-2.8	0.4	.	-11	12
